S1P4 ag = S1P4 receptor agonists, primary screen, cell-based | 220,000 tested, 0.35% active | Sphingosine 1-phosphate receptor 4 (Homo sapiens), O95977 | S1P4-expressing cell line, agonist reporter assay | AID 1509, 2009 | activation, % at 4.98 µM; in the data active = activation above about 11%;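 also: 0% = DMSO vehicle and 100% = reference agonist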
Target sequence (O95977 whole entry, looked up): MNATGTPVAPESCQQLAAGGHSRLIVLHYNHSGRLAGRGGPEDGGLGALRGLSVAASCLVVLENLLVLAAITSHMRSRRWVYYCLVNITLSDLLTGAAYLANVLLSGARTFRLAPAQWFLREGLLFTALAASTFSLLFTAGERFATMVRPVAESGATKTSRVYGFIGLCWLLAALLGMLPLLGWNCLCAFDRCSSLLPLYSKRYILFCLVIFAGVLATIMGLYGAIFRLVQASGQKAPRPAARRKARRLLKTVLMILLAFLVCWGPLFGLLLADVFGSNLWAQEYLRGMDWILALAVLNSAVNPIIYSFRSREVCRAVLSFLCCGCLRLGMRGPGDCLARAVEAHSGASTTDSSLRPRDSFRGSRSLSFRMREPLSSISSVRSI
NPY-Y1 antag = NPY-Y1 receptor antagonists, primary screen, cell-based; Neuropeptide Y receptor type 1 (Homo sapiens), P25929; HEK293-CNG Y1 cells, membrane potential fluorescence; NPY at EC95, then isoproterenol; inhibition, % at 3.6 µM; 200,000 tested, 1% active; AID 1040, 2008;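 active = inhibition above the campaign mean inhibition of all tested compounds plus 3 SD, cut at about 20% in these data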;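 also: 0% = DMSO wells given NPY plus isoproterenol and 100% = isoproterenol alone without NPY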
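Material: HEK293 Y1/CNG channel cell line; also added: NPY (25 nM), isoproterenol (1 µM), Ro 20-1724 (25 µM); doses: one concentration, 3.6 µM, in 0.4% DMSO; schedule: compound incubation 1 h at room temperature, readout 45 min post-stimulation; technique: membrane potential fluorescence; measure: fluorescence ratio normalized to % inhibition between controls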
NPY1 pot ag = NPY-Y1 receptor potentiators or agonists, primary screen, cell-based | Neuropeptide Y receptor type 1 (Homo sapiens), P25929 | NPY-Y1 expressing cells, potentiator/agonist activation | activation, % at 3.6 µM | 220,000 tested, 0.37% active | AID 1304, 2008; in the data active = activation above about 33%, passing the limit was not always enough;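 also: cells stimulated with NPY at EC10 then isoproterenol at EC100; 0% = low agonist plus stimulus and 100% = saturating agonist plus stimulus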
S1P4 antag = S1P4 receptor antagonists, primary screen, cell-based; Sphingosine 1-phosphate receptor 4 (Homo sapiens), O95977; S1P4-expressing cells, antagonist mode, reporter read-out; inhibition, % at 4.98 µM; 220,000 tested, 0.26% active; in the data active = inhibition above about 29%;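 also: 0% = wells stimulated with agonist and 100% = vehicle wells without agonist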
TRPN1 ag = zebrafish TRPN1 channel agonists, primary screen, cell-based, HEK293, calcium fluorescence; HEK293 zebrafish TRPN1-YFP, Fluo-8 calcium fluorescence; 100% = response to 87 µM carbachol; AID 1424, 2008; 220,000 tested, 0.18% active; activation, % at 3 µM; transient receptor potential cation channel N1 (TRPN1/NompC), Danio rerio;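 active = activation above its plate's cutoff, the mean activation of test wells on that plate plus 3 SD, cut at about 19% in these data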;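 also: 0% = DMSO alone and 100% = 87 µM carbachol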
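Material: zebrafish TRPN1-YFP in HEK293 cells. Doses: one dose of 3 µM, 0.3% DMSO. Incubation: dye 1 h 37 °C plus 30 min RT. Measured by: intracellular calcium fluorescence with Fluo-8.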
TRPML3 agonist = human TRPML3 channel agonists, primary screen, cell-based, HEK293 TRPML3-YFP, Fluo-8 calcium fluorescence, 3 µM | Mucolipin-3 (Homo sapiens), Q8TDD5 | 100% = the carbachol control signal | activation, % at 3 µM | 220,000 tested, 0.29% active;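 active = activation above its plate's cutoff, the mean activation of the plate's test wells plus 3 SD, cut at about 12% in these data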;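 also: 0% = DMSO only wells and 100% = carbachol wells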
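system = HEK293 cells stably carrying human TRPML3-YFP | doses = one concentration, 3 µM nominal, 0.3% DMSO | timing = dye loading 1 h 37 °C then 30 min ambient, 125 s read | detection = Fluo-8 calcium dye fluorescence, ex 470-495, em 515-575 nm | benchmarks = high control carbachol 87 µM, low control DMSO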
NPY2 pot ag = NPY-Y2 potentiators or agonists, primary screen, cell-based. Neuropeptide Y receptor type 2 (Homo sapiens), P49146. cells expressing NPY-Y2, potentiator/agonist read-out. activation, % at 3.6 µM. 220,000 tested, 0.45% active. AID 1359, 2008; in the data active = activation above about 27%;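 also: cells stimulated with NPY near EC25 plus isoproterenol at EC100; 0% = vehicle plus submaximal agonist and 100% = vehicle plus saturating agonist; some results beyond the cut were filed as inactive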
CHOP inhibitor = inhibitors of CHOP promoter induction, primary screen, cell-based, unfolded protein response, luciferase reporter | inhibition, % at 10 µM | 220,000 tested, 3.8% active | AID 2732, 2010 | CHO-K1 CHOP-promoter luciferase, tunicamycin-induced, 15-18 h;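 active = compounds that reduced the stress-induced luciferase reporter signal by more than about 70% of percent inhibition, limit read from the data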;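 also: 0% = tunicamycin plus vehicle and 100% = wells without tunicamycin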
EP2 modulator = EP2 receptor modulators, cAMP readout, primary screen, cell-based, HTRF cAMP, PGE2 stimulation. EP2-expressing cells, cAMP HTRF FRET, PGE2 co-stimulation. induction, % at 25 µM. 260,000 tested, 0.83% active. AID 940, 2007;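 active = compounds whose cAMP rise, as percent of the full-agonist control response, exceeds 60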;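 also: rat C6 glioma line stably carrying human EP2 under a CMV promoter; the protocol text gives 20 µM as final concentration; 100% = response of wells given 1 µM PGE2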
Target sequence (P43116 whole entry, looked up): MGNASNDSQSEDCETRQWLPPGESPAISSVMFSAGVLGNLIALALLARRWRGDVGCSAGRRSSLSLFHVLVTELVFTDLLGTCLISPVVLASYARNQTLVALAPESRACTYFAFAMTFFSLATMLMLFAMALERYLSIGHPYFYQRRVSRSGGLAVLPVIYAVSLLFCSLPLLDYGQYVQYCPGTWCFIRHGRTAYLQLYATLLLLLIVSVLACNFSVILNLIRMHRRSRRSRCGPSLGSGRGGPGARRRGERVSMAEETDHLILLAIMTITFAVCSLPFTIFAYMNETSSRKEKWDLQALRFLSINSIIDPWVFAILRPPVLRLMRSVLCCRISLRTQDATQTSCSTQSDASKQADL
Numbers without * were called inactive; · = no result given; & = joins results of further samples.

[1] CC(C)(C)C(=O)c1cn(CC(=O)O)c2ccccc12
[2] COc1cccc2c(=O)c3ccoc3n(C)c12
[3] CCC(C)(C)NC(=O)C(C)OC(=O)c1nsc(Cl)c1Cl (stereo not drawn)
[4] CCc1cccc(CC)c1NC(=O)Cn1c(-c2ccc(F)cc2)noc1=O
[5] Cc1ccc(S(=O)(=O)Nc2nonc2C)cc1
[6] [O-][n+]1onc2c1CCC(=N/O)/C2=N\Nc1ccccc1
[7] COCCn1c(=O)[nH]c(=O)c2cc(C(=O)c3cc(Cl)ccc3O)cnc21
[8] COc1cccc(/C=N/NC(=O)c2cc(C34CC5CC(CC(C5)C3)C4)[nH]n2)c1

compound no.	1	2	3	4	5	6	7	8
S1P4 ag	0.0	-1.3	1.1	1.0	1.2	0.6	-0.8	4.6
NPY-Y1 antag	2	0	-4	30*	5	·	9	0
NPY1 pot ag	8	-6	-22	-7	-19	7	-12	2
S1P4 antag	-9	-5	-4	8	-21	17	-5	-4
TRPN1 ag	2.0	0.8	1.7	-1.5	1.1	1.3	1.6	0.0
TRPML3 agonist	-0.1	-0.1	0.4	0.5	0.2	1.3	1.1	-0.1
NPY2 pot ag	0	-26	-1	-12	-6	-7	-8	5
CHOP inhibitor	15	-1	-13	-5	13	-221	-2	67
EP2 modulator	0	-37	-23&-28	31	28	-50	12	-26

[9] O=C1CN(C(=O)COC(=O)c2ccccc2O)c2ccccc2N1
[10] CCn1ncc(Cl)c1C(=O)NC(C)c1ccccc1 (stereo not drawn)
[11] COc1ccc(NC(=O)C(CCSC)NC(N)=O)cc1NS(=O)(=O)c1ccc(F)cc1 (stereo not drawn)
[12] CCCN(c1ccc(C(C)C)cc1)S(=O)(=O)c1c(C)noc1C
[13] Cc1c(CCOC(=O)C2C3CC4CC(C3)CC2C4)sc[n+]1CC(=O)c1ccc(Br)cc1 (stereo not drawn)
[14] O=C(Nc1ccccc1-c1ccccc1NC(=O)c1ccco1)c1ccco1
[15] COC(=O)c1cccc(S(=O)(=O)N(Cc2ccco2)Cc2cc3cc(OC)c(OC)cc3[nH]c2=O)c1
[16] COc1ccc(-n2nc3c(c2NC(=O)C2CC2)CS(=O)C3)cc1 (stereo not drawn)

compound no.	9	10	11	12	13	14	15	16
S1P4 ag	-0.9	2.7	2.0	-0.5	-1.6	2.1	3.5	-1.5
NPY-Y1 antag	·	1	-2	22*	3	-4	-3	1
NPY1 pot ag	24	-1	4	0	-5	19	-18	11
S1P4 antag	9	-16	-21	22	5	2	-1	3
TRPN1 ag	0.9	-1.0	1.5	0.3	0.0	1.8	-1.2	0.1
TRPML3 agonist	1.1	-0.1	0.6	0.3	-0.1	0.8	0.1	-0.1
NPY2 pot ag	20	-16	-9	-5	-20	19	3	9
CHOP inhibitor	11	6	-12	76*	35	-6	28	0
EP2 modulator	-13	7	15	44	-30	21	-23	-2

One compound at a time (already shown). Order of values: S1P4 ag | NPY-Y1 antag | NPY1 pot ag | S1P4 antag | TRPN1 ag | TRPML3 agonist | NPY2 pot ag | CHOP inhibitor | EP2 modulator
`[O-][n+]1onc2c1CCC(=N/O)/C2=N\Nc1ccccc1` reads 0.6 | · | 7 | 17 | 1.3 | 1.3 | -7 | -221 | -50
`CCc1cccc(CC)c1NC(=O)Cn1c(-c2ccc(F)cc2)noc1=O` reads 1.0 | 30* | -7 | 8 | -1.5 | 0.5 | -12 | -5 | 31
`CCn1ncc(Cl)c1C(=O)NC(C)c1ccccc1` (stereo not drawn) reads 2.7 | 1 | -1 | -16 | -1.0 | -0.1 | -16 | 6 | 7
`COc1ccc(-n2nc3c(c2NC(=O)C2CC2)CS(=O)C3)cc1` (stereo not drawn) reads -1.5 | 1 | 11 | 3 | 0.1 | -0.1 | 9 | 0 | -2
`CC(C)(C)C(=O)c1cn(CC(=O)O)c2ccccc12` reads 0.0 | 2 | 8 | -9 | 2.0 | -0.1 | 0 | 15 | 0

The listing continues.
[17] O=c1cc(N2CCCC2)[nH]c(=O)n1-c1ccc(Cl)cc1
[18] COc1cccc(C2/C(=C(/O)c3ccccc3)C(=O)C(=O)N2Cc2ccco2)c1 (stereo not drawn)
[19] Cc1cc(Oc2ccc3ccccc3c2)nc(SCC(=O)c2ccccc2)n1
[20] CCN(CC)S(=O)(=O)c1cccc(C(=O)Nc2ccccc2C(=O)N2CCOCC2)c1
[21] CCOc1ccc(CNc2ccc(CNc3ncn[nH]3)cc2)cc1
[22] CN(C)/C=C(/C(=O)c1ccc(Cl)cc1)S(C)(=O)=O
[23] CC(C(=O)Nc1ccc(S(=O)(=O)N2CCCC2)cc1)N1CCN(C(=O)c2ccco2)CC1 (stereo not drawn)
[24] Cc1onc(-c2ccccc2)c1C(=O)NC(=S)NNC(=O)c1cccnc1

compound no.	17	18	19	20	21	22	23	24
S1P4 ag	0.1	0.2	-1.0	0.3	0.6	-1.1	2.1	-0.3
NPY-Y1 antag	-3	·	50*	3	-2	-3	-2	-1
NPY1 pot ag	-20	-22	-114	6	-4	2	4	2
S1P4 antag	-18	-6	-12	-3	-6	-1	-11	-24
TRPN1 ag	-0.8	0.5	0.9	1.7	2.4	-2.0	1.5	-0.3
TRPML3 agonist	0.2	0.6	0.7	0.3	1.6	0.1	0.6	-0.1
NPY2 pot ag	5	4	-17	-3	-6	3	-1	4
CHOP inhibitor	8	-11	40	34	6	5	9	11
EP2 modulator	22	27	50	10	1	-10	-1	-2

[25] CC(C)=CC(=O)OCC(=O)Nc1ncc(Cl)c(C)c1Cl
[26] Cc1ccc2c(Cl)cc(Cl)c(OCC(=O)NC3CCS(=O)(=O)C3)c2n1 (stereo not drawn)
[27] CCN1C(=O)c2ccccc2S(=O)c2ccc(C(=O)NCc3ccccn3)cc21 (stereo not drawn)
[28] CC1(C(=O)NC2CCCCC2)CCC(=O)N1Cc1cccs1 (stereo not drawn)
[29] COc1ccc(N2C(=O)C3CCCN3C2c2cccc(OC)c2OC)cc1 (stereo not drawn)
[30] COc1ccc(CCN(Cc2ccc(C(C)C)cc2)S(=O)(=O)c2ccc(S(=O)(=O)N(C)C)cc2)cc1OC
[31] Cc1cc(C(=O)NCC(=O)OCC(=O)Nc2ccc(OC(F)F)cc2)ccc1[N+](=O)[O-]
[32] CCc1ccc(N2C(=O)CC(N(CC3CCCO3)C(=O)/C=C/C(=O)O)C2=O)cc1 (stereo not drawn)

compound no.	25	26	27	28	29	30	31	32
S1P4 ag	-2.6	0.1	0.6	1.1	2.0	1.1	1.7	1.0
NPY-Y1 antag	0	-4	1	-1	9	5	-3	-1
NPY1 pot ag	-23	0	-2	-7	-1	0	-15	-6
S1P4 antag	-7	3	-1	-16	-14	-23	-5	-14
TRPN1 ag	-0.7	-0.6	0.0	0.1	-0.2	-0.5	-0.1	0.8
TRPML3 agonist	1.2	0.5	0.1	-0.3	0.3	0.8	1.8	1.5
NPY2 pot ag	-5	2	12	-4	-10	1	6	3
CHOP inhibitor	-7	1	-33	30	15	23	11	-3
EP2 modulator	28	10	-2	12	13	7	-19	16

[33] Cc1nn(C(C)c2n[nH]c(=S)n2-c2cccc(Cl)c2)c(C)c1[N+](=O)[O-] (stereo not drawn)
[34] CCn1nc(C(=O)Nc2nc3ccccc3[nH]2)c2ccccc2c1=O
[35] c1ccc2c(c1)nnn2-c1ncnc2sccc12
[36] CCOC(=O)CNC(c1ccccc1)c1cc(Br)ccc1NC(=O)CCN1CCOCC1 (stereo not drawn)
[37] CN(CC(=O)N1CCN(c2ccccc2)CC1)S(=O)(=O)c1cccs1
[38] CCc1nc(N)c(C#N)c(-c2cccc3ccccc23)c1C
[39] O=C(CNc1cccc2ccccc12)N/N=C/c1ccc[nH]1
[40] CC1CCOC2(O1)C(=O)Nc1ccccc12 (stereo not drawn)

compound no.	33	34	35	36	37	38	39	40
S1P4 ag	1.9	0.9	2.4	0.3	0.6	16*	2.2	0.6
NPY-Y1 antag	-3	-1	5	7	-3	4	·	2
NPY1 pot ag	-3	-18	-4	-7	12	11	25	-1
S1P4 antag	-8	-10	-13	2	7	-3	-4	-19
TRPN1 ag	2.2	1.0	0.4	0.2	0.2	0.8	1.7	-0.6
TRPML3 agonist	0.6	0.0	0.2	-0.1	1.5	0.6	0.7	-0.3
NPY2 pot ag	-1	12	-14	-14	13	6	-1	-6
CHOP inhibitor	-13	1	-15	-7	3	30	1	-7
EP2 modulator	10	-14	-6	30	2	24	-39	24

[41] CNC(=O)CSc1nnc(CCc2ccccc2)n1-c1ccccc1
[42] CCOc1cc(C(=O)Nc2cc(C)ccn2)cc(OCC)c1OCC
[43] Cc1cc(C)c(-n2c(SCCS(=O)(=O)c3ccc(F)cc3)n[nH]c2=O)c(C)c1
[44] Cc1ccc(C)c2[nH]c(=O)c(C(c3nnnn3C(C)(C)C)N3CC=C(c4ccc(F)cc4)CC3)cc12 (stereo not drawn)
[45] CCOc1cc(C(=O)Nc2cc(C)ccc2C)ccc1OCC(=O)N1CCCCC1
[46] CCn1ncc([C@@H]2C[C@H]3CN(Cc4ccccc4C)C(=O)[C@]34CCCN24)c1C
[47] COc1cc2oc3ccccc3c2cc1N(CC(=O)N(C)C)S(=O)(=O)c1ccc(C)cc1
[48] Cn1c(SCc2c(F)cccc2Cl)nnc1-c1cnccn1
[49] Cc1ccc(N(C(=O)C2COc3ccccc3O2)C(C(=O)NC2CCCCC2)c2cn(C)nc2C)cc1 (stereo not drawn)
[50] CCOc1ccccc1NC(=O)CN1C(=O)C(C)SC(C)C1=O (stereo not drawn)
[51] Cn1c(=O)n(C)c2cc(S(=O)(=O)Nc3ccccc3O)ccc21

compound no.	41	42	43	44	45	46	47	48	49	50	51
S1P4 ag	0.7	1.5	-0.4	0.2	3.8	0.6	-2.5	-0.6	0.2	-1.0	0.0
NPY-Y1 antag	-1	7	·	-2	1	-2	12	1	0	4	-1
NPY1 pot ag	-10	-3	12	-15	-22	-10	-20	-1	0	-7	12
S1P4 antag	-6	-20	-4	-12	-20	-9	-12	0	6	-4	4
TRPN1 ag	0.3	-0.5	1.0	-0.1	1.9	1.3	-1.3	0.7	0.2	0.4	0.6
TRPML3 agonist	1.2	-0.6	1.0	0.5	0.9	0.1	0.8	1.1	-0.1	-0.3	0.9
NPY2 pot ag	8	-30	11	-5	-3	-5	-5	-3	4	-18	14
CHOP inhibitor	26	14	-5	35	1	7	30	-6	24	-2	-7
EP2 modulator	-3	-24	-4	9	-1	-1	21	-7	26	-15	-41&-11
